TAAR1 agonist: human TAAR1 agonism; Q96RJ0; CHO RD-HGA16 TAAR1, Fluo-8 calcium fluorescence; vehicle wells 0%, saturating PEA agonist 100%; activation, % at 3 µM; 360,000 tested, 0.99% active; AID 624467;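 active = activation above the mean activation of all test compounds in the run plus 3 SD, cut at about 38% in these data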
Target sequence (Q96RJ0 whole entry, looked up): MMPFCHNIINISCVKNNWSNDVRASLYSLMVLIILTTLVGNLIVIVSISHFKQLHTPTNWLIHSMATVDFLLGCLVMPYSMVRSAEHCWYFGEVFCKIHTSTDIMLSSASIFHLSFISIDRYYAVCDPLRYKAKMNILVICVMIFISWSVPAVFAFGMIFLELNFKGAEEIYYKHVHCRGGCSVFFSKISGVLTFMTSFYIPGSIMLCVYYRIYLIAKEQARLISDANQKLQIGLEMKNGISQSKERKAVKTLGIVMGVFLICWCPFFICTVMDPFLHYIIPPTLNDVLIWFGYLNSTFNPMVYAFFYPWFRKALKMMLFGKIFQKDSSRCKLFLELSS
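test system = CHO RD-HGA16 cells carrying human TAAR1 plus Gα16 | schedule = 17-24 h seeding, 75 min 37 °C dye, 30 min RT | compound dosing = 3 µM single concentration | control set = DMSO and PEA EC100 | replicates = n 1 | signal = Fluo-8 fluorescence, 5 s baseline then 140 s kinetic read | measure = percent activation vs PEA EC100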
M5 PAM: potentiates acetylcholine response at human M5 receptor. 360,000 tested, 0.3% active. activation, % at 3 µM. CHO-K1 hM5, Fluo-8 calcium, ACh EC20 PAM; 0% = ACh EC20, 100% = ACh EC100. AID 624038;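 active = activation above the run cutoff, the mean activation of all test compounds plus 3 SD, cut at about 18% in these data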
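Assay system – human M5 receptor in CHO-K1 cells · Read-out – % activation, ACh-normalized · Technique – Fluo-8 calcium fluorescence · Dosing – single-point, 3 µM nominal · Incubation – Fluo-8 loading 80 min at 37 °C plus 30 min room temperature · Repeats – singlicate, one well per test compound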
CRFBP-R2 block: CRF-BP/CRF-R2 complex antagonism; HEK293 CRF-R2/CRF-BP, CRF-induced calcium fluorescence; inhibition, % at 11.8 µM; 350,000 tested, 0.59% active;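 active = inhibition of the ligand-induced calcium signal above about 50% at the single tested concentration, limit read from the data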
M4 PAM: positive allosteric modulators of human muscarinic M4 receptor; AID 624126; activation, % at 3 µM; 360,000 tested, 0.4% active; CHO-K1 hM4/Gqi5, Fluo-8 calcium fluorescence, ACh EC20; 0% = ACh EC20, 100% = maximal ACh;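 active = activation above its plate's cutoff, the mean activation of sample wells plus 3 SD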; also: some results filed as inactive read as strong as hits
Target sequence (P08173 whole entry, looked up): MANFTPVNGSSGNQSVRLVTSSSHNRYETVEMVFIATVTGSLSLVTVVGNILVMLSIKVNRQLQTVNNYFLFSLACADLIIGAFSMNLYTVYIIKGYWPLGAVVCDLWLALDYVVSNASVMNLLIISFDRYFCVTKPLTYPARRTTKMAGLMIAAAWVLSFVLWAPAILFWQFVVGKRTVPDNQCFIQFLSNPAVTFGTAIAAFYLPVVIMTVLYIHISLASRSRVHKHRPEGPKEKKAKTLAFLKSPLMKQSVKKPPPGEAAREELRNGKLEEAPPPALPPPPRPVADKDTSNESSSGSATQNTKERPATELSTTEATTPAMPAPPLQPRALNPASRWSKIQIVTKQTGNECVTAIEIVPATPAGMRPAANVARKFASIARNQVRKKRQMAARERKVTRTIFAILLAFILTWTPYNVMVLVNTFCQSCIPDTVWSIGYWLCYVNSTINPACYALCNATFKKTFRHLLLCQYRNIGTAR
M5 ag: agonists of human muscarinic M5 receptor (CHRM5); 360,000 tested, 0.19% active; CHO-K1 hM5 cells, Fluo-8 calcium fluorescence; 0% DMSO wells, 100% maximal acetylcholine response; activation, % at 3 µM; AID 624037;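 active = activation above the run's mean over test compounds plus 3 SD, cut at about 23% in these data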;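 also: signal is peak over basal fluorescence ratio across the kinetic read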
CHO-K1 Ca PAM: M1 PAM counterscreen hit in parental CHO-K1 cells; ATP EC20, Fluo-8 calcium fluorescence; 0% at ATP EC20, 100% at ATP max; activation, % at 3 µM; 360,000 tested, 0.02% active;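 active = activation above the run cutoff, the mean activation of all test compounds plus 3 SD, cut at about 40% in these data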;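 also: peak over basal fluorescence ratio in a 140 s read after ATP addition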
TAAR1 antagonist: human TAAR1 antagonism; Q96RJ0; CHO RD-HGA16 TAAR1, Fluo-8 calcium fluorescence, antagonist; inhibition, % at 3 µM; 360,000 tested, 1.5% active;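 active = inhibition above a per-plate cutoff, the mean inhibition of test compounds on that plate plus 3 SD, cut at about 49% in these data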;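 also: 0% = DMSO plus EC80 beta-PEA response and 100% = DMSO alone without agonist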
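System: RD-HGA16 CHO cells with stable hTAAR1 and Gα16 | Probe or stimulus: EC80 β-phenethylamine stimulus | Dosing: 3 µM, single point | Times: Dye loading 75 min at 37 °C, then 30 min room temperature | Measured by: Fluo-8 calcium-sensitive fluorescence | Read-out basis: % inhibition of agonist calcium response | Replicates: n of 1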
M5 antag: CHRM5 antagonism in calcium assay | P08912 | CHO-hM5 cells, Fluo-8 calcium fluorescence, ACh EC80 | inhibition, % at 3 µM | 360,000 tested, 0.59% active;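 active = inhibition above a per-plate cutoff, the mean of that plate's test compounds plus 3 SD, cut at about 27% in these data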;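 also: 0% = acetylcholine EC80 with DMSO and 100% = DMSO without agonist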
CRFR2-BP ag: agonists of human CRF-binding protein/CRF-R2 receptor complex; HEK293 CRF-R2/CRF-BP, calcium dye fluorescence (FLIPR); percent of saturating CRF peptide response; activation, % at 13.2 µM; 350,000 tested, 0.46% active;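 active = activation of at least 50%, plus an integration ratio under a set limit after plate pattern correction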;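 also: plate controls were neutral control wells without compound for no effect and CRF at EC100 for full effect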
* = called active by the depositor; · = no result given.

SMILES | TAAR1 agonist | M5 PAM | CRFBP-R2 block | M4 PAM | M5 ag | CHO-K1 Ca PAM | TAAR1 antagonist | M5 antag | CRFR2-BP ag
CN(Cc1ccn[nH]1)C(=O)C1CCC(=O)N(Cc2cccc(C(F)(F)F)c2)C1 (stereo not given) | 0 | -1 | -4 | 3 | -1 | 11 | 2 | 1 | 0.1
O=C(/C=C\c1ccc2c(c1)OCO2)Nc1c2c(nn1-c1ccc(Cl)cc1)CSC2 | -1 | -13 | 5 | -5 | -3 | 11 | -9 | 12 | 4.0
O=C(Nc1nc(-c2ccncc2)cs1)c1ccc(F)cc1 | 7 | 3 | 7 | 18 | 2 | 5 | -7 | -5 | -6.7
O=C(CCc1ccccc1)NNC(=O)COc1ccc(Cl)cc1 | 1 | 3 | 5 | 9 | -5 | 16 | -2 | -7 | -0.5
COc1cc(C(=O)N/N=C/c2ccc(OC(=O)c3ccccc3Cl)cc2)ccc1O | 13 | -3 | -13 | -10 | 4 | -20 | 80* | 10 | -0.2
CCOC1=C2[C@H](c3ccccc3F)N(S(=O)(=O)c3ccc(C)cc3)C[C@H]2n2c(=O)n(-c3ccccc3)c(=O)n2C1 | 3 | -1 | · | 5 | 2 | 11 | -25 | -2 | ·
COc1ccc(/C=C(\C#N)C(=O)OCC(=O)Nc2ccc(-c3nc4ccc(C)cc4s3)cc2)cc1 | 0 | 1 | 8 | 0 | 1 | 15 | 5 | -6 | 2.6
CCCCN(CCCC)Cc1ccc(C(=O)NNC(=O)Nc2ccc(Cl)cc2)o1 | -2 | -2 | 3 | -3 | -8 | 6 | 11 | 12 | 0.6
O=C(CN1C(=O)C2CC=C(Cl)CC2C1=O)Nc1ccc(C(=O)O)cc1 (stereo not given) | 0 | 1 | 3 | -4 | 0 | -9 | 11 | -10 | 2.1
Cc1ccc(NC(=S)N(CCCN2CCC(C)CC2)Cc2ccco2)cc1 | 0 | 7 | -7 | -7 | -15 | 23 | -13 | -1 | -0.1
C/C(=N/NC(=O)c1ccoc1C)c1ccc(NC(=O)C2CCCC2)cc1 | 0 | -3 | -8 | 3 | -3 | 21 | -8 | -1 | -0.8
CCCCCNC(=O)C(c1ccc(C#N)cc1)n1c(=O)c(-c2ccco2)nc2ccccc21 (stereo not given) | 5 | -2 | · | 7 | 4 | · | -24 | 12 | ·
Cc1c(C#N)c(N=CN(C)C)c(C(=O)c2ccccc2)n1-c1ccc(Br)cc1 | 0 | -6 | -10 | 1 | -3 | -4 | -39 | 1 | -0.2
Cc1cccn2c(=O)c(C(=O)NC3CCCCC3C)c(O)nc12 (stereo not given) | 24 | 1 | -8 | 8 | 2 | -10 | -23 | -1 | 1.5
Cc1cccc(-n2nc3c(c2NC(=O)c2c(F)cccc2F)CS(=O)(=O)C3)c1C | 2 | 3 | 16 | -6 | -3 | 20 | -9 | 4 | -1.1
CCn1c(CCNC(=O)c2cccs2)nnc1SCC(=O)Nc1cccc(Cl)c1 | 4 | 2 | 6 | -5 | 1 | 5 | -4 | -12 | -1.0
COc1ccc(NC(=O)C2CCN(S(=O)(=O)c3c(C)noc3C)CC2)cc1Cl | 6 | -2 | -5 | -4 | 3 | 7 | -2 | -2 | -0.7
CC1=NCCN1S(=O)(=O)c1ccccc1[N+](=O)[O-] | 4 | 3 | -2 | 5 | -1 | 9 | -9 | 1 | -0.4
C#CCN1C=CC(=O)[C@@H](OC(=O)Nc2ccc(C)cc2)[C@H]1c1ccccc1Br | 3 | -2 | -18 | 0 | 0 | 2 | -19 | 0 | 0.4
CCCc1cc(=O)[nH]c(SCc2cc(=O)oc3cc(C)c(C(C)C)cc23)n1 | -3 | 0 | -5 | -2 | -2 | -5 | 103* | 2 | -0.7
CN(c1ccccc1C(=O)Nc1ccccc1C(=O)NCc1ccco1)S(C)(=O)=O | 1 | -5 | -1 | 4 | 2 | -8 | 3 | 5 | -1.1
CC1(C(=O)NCc2ccccc2)CN(S(C)(=O)=O)CC(=O)N1Cc1cccc(C(F)(F)F)c1 (stereo not given) | 2 | -3 | · | 2 | 2 | · | -2 | -4 | ·
CCCCNC(=O)Cn1cnc([N+](=O)[O-])n1 | 10 | -3 | 0 | -1 | 0 | 10 | -3 | -2 | -1.4
Cc1cc(C(F)(F)F)cc(NNC(=O)NC(=O)c2c(F)cccc2Cl)n1 | 6 | 2 | -19 | -1 | -1 | 22 | 2 | 8 | -1.2
COc1cc(O)c(C(CC(=O)N2CCOCC2)c2ccc3c(c2)OCO3)c(OC)c1 (stereo not given) | 1 | -9 | 9 | 2 | -2 | -20 | 11 | 13 | -2.1
CC(NC(=O)Cn1nc(-c2ccccc2)c2ccccc2c1=O)c1ccccc1 (stereo not given) | 23 | -6 | 25 | 1 | 5 | 17 | -6 | 5 | -3.9
CC1CCN(CCCNC(=O)c2ccc3c(Cl)c4c(nc3c2)CCCC4)CC1 | 3 | 1 | -9 | -18 | -13 | -15 | -12 | 2 | 1.7
NC(=O)CC(NC(=O)c1ccccc1)c1ccc(NC2CCN(Cc3ccccc3)CC2)c([N+](=O)[O-])c1 (stereo not given) | 14 | 7 | 6 | -3 | -10 | 9 | 6 | -1 | -0.2
COc1ccc(C(=O)CSc2nnc(Cn3cnc4ccccc43)o2)cc1 | 9 | -14 | 16 | -11 | 9 | 9 | 17 | 13 | 2.1
CCCN1CCN(S(=O)(=O)c2c(C)[nH]c(C)c2C(=O)N2CCCCC2)CC1 | 3 | 3 | -2 | 4 | -3 | 19 | -2 | 0 | 1.7
CC1CC(=O)Nc2ccccc2N1S(=O)(=O)c1ccc(C#N)cc1 (stereo not given) | 14 | 9 | -2 | 9 | 3 | -20 | -5 | -7 | 0.6
COc1ccc(C2c3cc4c(cc3OC(NNC(N)=O)C2C)OCO4)cc1 (stereo not given) | -1 | -4 | -2 | 6 | 0 | 18 | 1 | 6 | 2.0
CCOc1ccccc1CN1CCN(S(C)(=O)=O)CC1 | 2 | 2 | 2 | -2 | 1 | 9 | 3 | -8 | -0.5
Cc1ccccc1/C=C/C(=O)c1ccc([N+](=O)[O-])o1 | 33 | · | -8 | · | · | · | 19 | · | -1.4
O=C(Nc1ccc(Cl)c(Cl)c1)c1cccc(S(=O)(=O)NCc2cccnc2)c1 | 35 | -18 | -88 | -11 | 13 | 3 | 25 | 34* | 14
Cc1cc(C)c(C#N)c(SCCS(=O)(=O)Cc2ccccc2)n1 | 19 | 5 | -5 | 2 | 2 | 16 | -16 | -7 | -1.4
N#CC1(Nc2ccc(S(N)(=O)=O)cc2)CCCC1 | 2 | 5 | -25 | 5 | 3 | 23 | 0 | 8 | -5.8
COc1cc(OC)c(C(=O)NCc2cccnc2)cc1OC | 1 | 5 | -5 | 6 | 6 | 16 | -4 | 1 | -0.6
Cc1cc(C(=O)Nc2c(C)nn(Cc3ccc(F)cc3)c2C)on1 | 0 | -3 | 13 | 5 | 3 | 4 | -28 | -1 | -0.8
CCCN=Cc1ccc(O)cc1 | 2 | -14 | 11 | -10 | 2 | 9 | 0 | 20 | -0.7
Cc1ccc(C2NC(=O)c3c(sc4c3CCN(C)C4)N2)s1 (stereo not given) | 7 | 5 | -28 | 6 | 0 | 12 | 8 | -6 | 38
CSC1CCCCC1(O)CSc1nc2ccccc2o1 (stereo not given) | 23 | 0 | -20 | -12 | 2 | 10 | -4 | 4 | 1.3
CCOC(=O)C(NC(C)=O)C(=O)Nc1ccc(OC)cc1 (stereo not given) | -1 | -2 | -9 | 0 | -3 | 20 | -4 | 2 | -1.7
COc1ccccc1COC(=O)c1cccc(S(=O)(=O)N2CCCC2)c1 | 3 | -4 | 3 | -7 | -2 | -7 | 9 | -1 | -0.3
O=C(COC(=O)c1cccc(C(F)(F)F)c1)NC(=O)NC1CCCC1 | 7 | -2 | -15 | -4 | -1 | 6 | -15 | 2 | -0.3

Three compounds already listed, arranged by the value under M4 PAM, rising.
Structure | M4 PAM
O=C(COC(=O)c1cccc(C(F)(F)F)c1)NC(=O)NC1CCCC1 | -4
COc1ccc(C2c3cc4c(cc3OC(NNC(N)=O)C2C)OCO4)cc1 (stereo not given) | 6
CC1CC(=O)Nc2ccccc2N1S(=O)(=O)c1ccc(C#N)cc1 (stereo not given) | 9

Carrying on.
SMILES | TAAR1 agonist | M5 PAM | CRFBP-R2 block | M4 PAM | M5 ag | CHO-K1 Ca PAM | TAAR1 antagonist | M5 antag | CRFR2-BP ag
O=C(CCC1CCCC1)N[C@@H](Cc1ccc(O)cc1)C(=O)O | 14 | 4 | -2 | 2 | -1 | -6 | 1 | 9 | 0.5
O=C1N/C(=C/c2cccn2-c2ccccc2)C(=O)N1Cc1ccccc1F | -2 | -6 | -83 | 2 | -2 | 3 | -6 | 3 | 4.4
CN(C(=O)c1cccc(NC(=O)Cc2ccc(NC(=O)C3CCN(C(=O)C4CC4)CC3)cc2)c1)C1CCCC1 | 1 | 5 | 7 | 0 | 0 | 13 | 8 | -7 | -0.7
C=CCN(c1ccccc1OC)S(=O)(=O)c1ccc(Cl)c(C(=O)Nc2ccc(N3CCOCC3)cc2)c1 | -1 | 0 | 15 | 0 | -5 | 18 | 18 | 10 | -1.5
Cc1ccc(-c2nn(CCC(N)=O)c(=O)c3ccccc23)cc1 | · | 0 | 12 | 10 | -4 | -5 | · | -3 | -2.1
Cc1c(NC(=O)c2cc(-c3ccc(O)cc3)on2)c(=O)n(-c2ccccc2)n1C | 2 | 6 | 5 | 6 | 2 | 11 | -13 | 5 | 0.3
CCCCOc1ccc(C2C(C(=O)c3ccc(C)o3)=C(O)C(=O)N2CC2CCCO2)cc1 (stereo not given) | 2 | 6 | -16 | 8 | 0 | 22 | -18 | -10 | 0.2
O=C(NCc1ccco1)C(=O)NCC(c1ccco1)N1CCOCC1 (stereo not given) | 8 | -1 | 15 | 22 | 3 | 8 | -17 | -2 | 2.2
CCOc1ccc(S(=O)(=O)N2CCN(Cc3ccc4c(c3)OCO4)CC2)cc1OCC | -5 | 0 | -36 | -3 | -2 | -10 | -11 | -6 | 3.5
CC(=O)OCCCCON1C(=O)c2ccccc2C1=O | 3 | 3 | 6 | 25 | -2 | 27 | -4 | -9 | 2.6
O=C(NCc1ccc(F)cc1)c1cc2ccccc2o1 | -6 | 6 | 7 | -3 | -2 | 18 | 1 | -4 | 2.2
O=C(OC(C(=O)NCc1ccco1)C(OC(=O)c1ccccc1)C(=O)NCc1ccco1)c1ccccc1 (stereo not given) | -1 | 2 | 11 | 9 | 0 | -6 | 1 | 7 | -0.8
COc1ccccc1-c1nnc(NC(=O)c2ccc(S(=O)(=O)N(C)C)cc2)o1 | 10 | 3 | -20 | 14 | 1 | 15 | -10 | 2 | 6.6
Cc1cccc(OCCC(=O)Nc2c(C)n(C)n(-c3ccccc3)c2=O)c1 | 1 | 14 | 15 | 9 | -1 | 14 | 2 | -13 | -2.5

Compound activity (PubChem)
